INS promoter inh – inhibitors of insulin promoter-driven GFP, primary screen, imaging, TRM-6 cells (human fetal islet line), eGFP reporter, cell count; AID 1273, 2008; reporter expression induced with tamoxifen; actives 0.9% (n = 130,000); inhibition, % at 2 µM;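 active = inhibition above the mean plus 3 SD, with well images judged a real hit on visual review, cut at about 60% in these data, passing the limit was not always enough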
SDO1 yeast rescue – growth rescue of sdo1-depleted yeast, primary screen, S. cerevisiae, bone marrow failure model; S. cerevisiae sdo1-depleted JHY4D growth rescue, OD600 30 h; active compounds read high; pdr5 snq2 efflux-pump mutant strain; z-score at 10 µM; actives 0.21% (n = 140,000); AID 817, 2007;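 active = z-score above 3 at both the 24 hr and the 30 hr optical density reads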;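 note: z-score against mean and SD of all compound wells on the same plate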
SDO1 yeast rescue Rescue 24 h – recorded beside SDO1 yeast rescue, whose call it bears; z-score; S. cerevisiae sdo1-depleted JHY4D growth rescue, OD600; measured here: growth rescue at 24 h;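 0 is the plate mean of compound wells and units are plate SD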
Starred values were filed as active, the others as inactive; / = not tested or not shown; & = joins results of further samples; [ ] = dose if it differs, or a comment. Some of the compounds tested (hit frequency here may not be typical).

The line under a structure holds: INS promoter inh | SDO1 yeast rescue | SDO1 yeast rescue Rescue 24 h
CCCCn1c(O)c(C(CC)=NCCN2CCOCC2)c(=O)[nH]c1=O
  38.5 | 0.32 | -0.18
COc1cc(OC)cc(-n2nc(C(=O)N3CCC4(CC3)OCCO4)c3ccccc3c2=O)c1
  / | 0.38 | 0.32
CC(=NCc1cccnc1)c1c(O)n(-c2ccc(C)cc2)c(=O)[nH]c1=O
  -68.8 | 1.32 | 1.95
Cc1ccc(N2C(=O)NC(=O)/C(=C\c3cnc(-c4ccccc4)nc3)C2=O)cc1
  -50.0 | 0.17 | -0.85
CN(C)C(=O)Oc1ccc(OCc2n(C)c3ccccc3[n+]2C)cc1
  -20.0 | 0.17 | -0.91
CC1(C)C2CC=C(CN3CCOCC3)C1C2 (centres undefined)
  48.0 | -1.49 | -2.13
CN1C(=O)C(=Cc2ccc(-c3cccc(Cl)c3)o2)C(=O)N(C)C1=O
  44.4 | -0.17 | -1
COc1cccc(NP(=O)(Oc2ccccc2)Oc2ccccc2)c1
  / | -0.53 | -0.31
COc1ccc(CCNCc2ccncc2)cc1
  27.5 | 1.47 | 1.96
O=C(Cn1ncc2ccccc21)N1CCC2(CC1)OCCO2
  / | 0.19 | 0.02
CC(C)(C)c1ccc(CN2C(=O)CN=C(c3ccccc3)c3ccccc32)cc1
  0.0 | -1.57 | -1.78
COc1ccc(C2N3CC(C)(C)CN23)cc1 (centres undefined)
  38.5 | -0.58 | -1.14
O=C(CCCN1CCC2(CC1)C(=O)NCN2c1ccccc1)c1ccc(F)cc1
  -22.7 | 0.01 | -0.32
Cc1nn(Cc2ccccc2)c(Cl)c1C(=O)Nc1ccc(OC(F)(F)F)cc1
  -112.5 | -0.23 | 1.66
ClCCNc1nc2ccc(Cl)cc2[nH]1
  21.6 | 0.44 | 0.11
CCC(C)(C)n1nnnc1C(c1cccs1)N1CC=C(c2ccc(F)cc2)CC1 (centres undefined)
  -7.1 | -0.65 | 0.04
O=C1NC(=O)C(C/C=C/c2ccccc2)C(=O)N1
  / | 2.06 | 2.13
N=c1c2c(n(Cc3ccc(Cl)cc3Cl)c3c1CCC3)CCCC2
  / | -1.01 | -0.83
CCn1c(O)c(C(=O)CC2NCCc3ccccc32)c(=O)n(CC)c1=S (centres undefined)
  / | 0.47[12 µM] | 0.46
O=[N+]([O-])c1ccc(Nc2ccccc2)cc1
  51.4 | -0.72 | -0.82
O=C1CC[C@@]2(O)[C@H]3Cc4ccc(O)c5c4[C@@]2(CCN3CC2CC2)[C@H]1O5
  28.6 | -0.14 | -0.22
CC[N+](CC)(CC)CCCOC(=O)C(O)(c1ccccc1)C1CCCCC1 (centres undefined)
  -7.1 | 0.41 | 0.04
CCN1CCN(CC(=O)c2c(C)n(Cc3ccccc3)c3ccc(OC)cc23)CC1
  14.3 | -0.86 | -0.7
Cc1ccc2c(c1)C1CN(C)CCC1N2C(=O)Cc1cccs1 (centres undefined)
  -33.3 | 0.47 | 0.7
O=C1C(=O)c2cccc3cccc1c23
  23.1 | -0.36 | -0.68
Cn1c(O)c(C(=NCCc2c[nH]c3ccccc23)c2ccccc2)c(=O)n(C)c1=O
  0.0 | / | /
c1ccc2oc(N3CCNCC3)nc2c1
  / | 0.72 | 0.91
O=C(Cc1ccccc1)OCn1nnc2ccccc2c1=O
  16.3 | 1.02 | 0.64
CC(C)n1cc(C(=O)N(CC(=O)NC2CCCC2)Cc2ccccc2)cn1
  -12.1 | 0.5 | 0.28
CCOC(=O)c1c(/N=C/C2C(=O)NC(=S)NC2=O)sc2c1CCC2
  -71.4 | / | /
O=c1[nH]c(=O)n(Cc2ccc(F)cc2)c(O)c1C=NCCCn1ccnc1
  0.0 | 0.5 | 0.76
CCC(=NCc1cc(OC)cc(OC)c1)c1c(O)n(C)c(=O)n(C)c1=O
  60.0 | -0.27 | -0.31
C=CCn1c(O)c(C(CC)=NCCCO)c(=O)[nH]c1=O
  / | 0.38 | -0.16
CC(=O)N1CCC2(CC1)CC(=O)c1cc(OCC(=O)N3CCN(C)CC3)ccc1O2
  / | 0.8 | 0.78
COc1ccc(-n2c(/C=C3\C(=O)Nc4ccccc43)nc3ccccc3c2=O)cc1
  35.7 | / | /
CCOC(=O)c1c(/N=C/C2C(=O)NC(=S)NC2=O)sc(C)c1C
  -55.0 | / | /
Cc1nn(Cc2ccccc2)c(Cl)c1C(=O)OCC(=O)Nc1cccc2ccccc12
  -128.1 | -0.82 | -0.07
CCC1(c2ccccc2)C(=O)N(C)C(=O)N(C)C1=O
  5.4 | 0.58 | 0.25
CC/C(CC(c1ccccc1)c1c(O)c2ccccc2oc1=O)=N\NC(N)=S (centres undefined)
  26.7 | 1.07 | 0.09
O=C(C1CCC(=O)N1C1CCCC1)N1CCC2(CC1)OCCO2 (centres undefined)
  20.0 | 1.38 | 1.42
Cc1cccc(OP(=O)(NCc2ccccc2)Oc2cccc(C)c2)c1
  -35.3 | -0.99 | -0.2
CN1CCN(C(=O)Cc2nc3ccccc3[nH]2)CC1
  / | 0.34 | -0.18
Nc1ccccc1N=Cc1c(O)n(CCC2=CCCCC2)c(=O)[nH]c1=O
  -12.1 | 7.39* | 3.04*
CCC(C)(C)n1nnnc1CN1CCC(n2c(C)nc3cc(C(F)(F)F)ccc32)CC1
  6.9 | -1.08 | 0.89
Cc1ccc(-c2nc(N3CCOCC3)s[n+]2-c2ccccc2)cc1
  / | 0.26 | 0.1
CC(C(N)=O)N1CC(c2ccc(Cl)cc2)CC1=O (centres undefined)
  / | -0.56 | -0.44
Cc1cccc(NC(=O)CSc2nnc([C@@H](N)Cc3c[nH]c4ccccc34)o2)c1C
  / | 0.87 | 0.83
N/C(=N\[N+](=O)[O-])N/N=C/c1ccc(O)cc1
  35.7 | 0.61 | 0.16
CC1CCC/C=C/C2CC(O)CC2C(O)/C=C/C(=O)O1 (centres undefined)
  -227.6 | -0.34 | -0.52
CN1CCN(S(=O)(=O)c2ccc(Cl)nc2)CC1
  / | -0.34 | -1.37
O=C(N/N=C/c1c(O)n(Cc2ccc(F)cc2)c(=O)[nH]c1=O)c1ccccc1O
  / | 0.85 | 0.99
FC(F)(F)/C(=N\P(=S)(N1CCOCC1)N1CCOCC1)N1CCOCC1
  9.7 | 0.21 | 0.04
NCC1(CC(=O)O)CCCCC1
  -31.8 | 0.78 | 0.74
O=C(CCn1c(=O)oc2ccccc21)N1CCC2(CC1)OCCO2
  / | 0.97 | -0.07
Cc1nn(Cc2ccccc2Cl)c(Cl)c1C(=O)OCC(=O)NC(=O)NC1CCCCC1
  -21.1 | -0.7 | -0.96
O=C(c1cc(C(=O)NCc2ccccc2)c(=O)n(Cc2ccccc2)c1)c1cc(Br)ccc1O
  45.2 | -0.94 | -0.44
Cc1cccnc1-n1c(CN2C(=O)c3ccccc3C2=O)nc2ccccc2c1=O
  -30.8 | -1.87 | -1.06
O=C(Nc1cccnc1)c1c(O)c2c(n(Cc3ccccc3)c1=O)CCCC2
  / | -1.05 | -1.43
Cc1ncc(CN2CCCC(C(=O)c3cccc(OC(C)C)c3)C2)s1 (centres undefined)
  -21.7 | / | /
COc1cccc(OC)c1C1=NCC(=O)Nc2c1oc1ccc(Br)cc21
  -430.0 | -1.1 | -1.23

Reformatted: entries from further up
Compound,INS promoter inh,SDO1 yeast rescue,SDO1 yeast rescue Rescue 24 h
Cc1cccc(OP(=O)(NCc2ccccc2)Oc2cccc(C)c2)c1,-35.3,-0.99,-0.2
CN1CCN(C(=O)Cc2nc3ccccc3[nH]2)CC1,/,0.34,-0.18
Nc1ccccc1N=Cc1c(O)n(CCC2=CCCCC2)c(=O)[nH]c1=O,-12.1,7.39*,3.04*
CCC(C)(C)n1nnnc1CN1CCC(n2c(C)nc3cc(C(F)(F)F)ccc32)CC1,6.9,-1.08,0.89
Cc1ccc(-c2nc(N3CCOCC3)s[n+]2-c2ccccc2)cc1,/,0.26,0.1
CC(C(N)=O)N1CC(c2ccc(Cl)cc2)CC1=O (centres undefined),/,-0.56,-0.44
Cc1cccc(NC(=O)CSc2nnc([C@@H](N)Cc3c[nH]c4ccccc34)o2)c1C,/,0.87,0.83
N/C(=N\[N+](=O)[O-])N/N=C/c1ccc(O)cc1,35.7,0.61,0.16
CC1CCC/C=C/C2CC(O)CC2C(O)/C=C/C(=O)O1 (centres undefined),-227.6,-0.34,-0.52
CN1CCN(S(=O)(=O)c2ccc(Cl)nc2)CC1,/,-0.34,-1.37
O=C(N/N=C/c1c(O)n(Cc2ccc(F)cc2)c(=O)[nH]c1=O)c1ccccc1O,/,0.85,0.99
FC(F)(F)/C(=N\P(=S)(N1CCOCC1)N1CCOCC1)N1CCOCC1,9.7,0.21,0.04
NCC1(CC(=O)O)CCCCC1,-31.8,0.78,0.74
O=C(CCn1c(=O)oc2ccccc21)N1CCC2(CC1)OCCO2,/,0.97,-0.07
Cc1nn(Cc2ccccc2Cl)c(Cl)c1C(=O)OCC(=O)NC(=O)NC1CCCCC1,-21.1,-0.7,-0.96
O=C(c1cc(C(=O)NCc2ccccc2)c(=O)n(Cc2ccccc2)c1)c1cc(Br)ccc1O,45.2,-0.94,-0.44
Cc1cccnc1-n1c(CN2C(=O)c3ccccc3C2=O)nc2ccccc2c1=O,-30.8,-1.87,-1.06
O=C(Nc1cccnc1)c1c(O)c2c(n(Cc3ccccc3)c1=O)CCCC2,/,-1.05,-1.43
Cc1ncc(CN2CCCC(C(=O)c3cccc(OC(C)C)c3)C2)s1 (centres undefined),-21.7,/,/
COc1cccc(OC)c1C1=NCC(=O)Nc2c1oc1ccc(Br)cc21,-430.0,-1.1,-1.23

Part of the list above, reformatted:
Structure: N/C(=N\[N+](=O)[O-])N/N=C/c1ccc(O)cc1
- INS promoter inh: 35.7
- SDO1 yeast rescue: 0.61
- SDO1 yeast rescue Rescue 24 h: 0.16
Structure: CC1CCC/C=C/C2CC(O)CC2C(O)/C=C/C(=O)O1 (centres undefined)
- INS promoter inh: -227.6
- SDO1 yeast rescue: -0.34
- SDO1 yeast rescue Rescue 24 h: -0.52

Next part
The line under a structure holds: INS promoter inh | SDO1 yeast rescue | SDO1 yeast rescue Rescue 24 h
CC[N+]12CCC(CC1)C(=C(c1ccccc1)c1ccccc1)C2
  / | 0.45 | -0.01
Nc1ncc(P(=S)(N2CCOCC2)N2CCOCC2)s1
  / | 0.25 | -0.05
COc1cccc(OCC(=O)N2CCN(C)CC2)c1
  3.0 | 1.14 | 1.2
Clc1ccc2nc3c(c(-c4ccccc4)c2c1)CNCC3
  -22.2 | 0.32 | 0.53
N#Cc1cc2c(nc1SCC(=O)Nc1ccc(Cl)cc1)C1CCN2CC1
  / | 0.13 | 0.12
Cc1ccc(O)c(C(=O)c2cc(C(=O)NCc3ccccc3)c(=O)n(Cc3ccccc3)c2)c1
  / | -0.2 | -0.14
COc1nc2ccccc2c(=O)n1-c1ccc(C)cc1
  -43.3 | -0.63 | -0.32
COc1ccc2c(c1)c(C(=O)O)c(C)n2CC(C)C
  -18.2 | -0.19 | -1.05
OC(CCNCCc1c[nH]c2ccccc12)C(F)(F)Cl (centres undefined)
  -11.1 | / | /
CCCCn1c(O)c(C(CC)=NCc2cc(OC)cc(OC)c2)c(=O)[nH]c1=O
  64.7 | -1.62 | -1.76
CCCC[N+]12CCC(CC1)C(=C(c1ccccc1)c1ccccc1)C2
  / | 1.54 | 1.46
C=CCOC(=O)C1=C(C)OC(N)=C(C(=O)OCC)C12C(=O)N(CC(N)=O)c1ccccc12 (centres undefined)
  / | 1.13 | 1.08
Cc1ccc(Cn2c(C)c3cnn(CC(=O)N4CCC5(CC4)OCCO5)c(=O)c3c2C)cc1
  / | -1.01 | -0.79
O=C(CSC1c2ccccc2-c2ccccc21)N/N=C/c1ccc(C(=O)O)cc1
  42.9 | / | /
CCCCn1c(O)c(C(C)=NCCN2CCCCC2)c(=O)[nH]c1=O
  0.0 | 0.22 | -0.67
CC(=O)Nc1ccc(OC(=O)N(C)c2ccccc2)cc1
  25.0 | 0.25 | -0.31
Nc1nonc1C(=O)N/N=C/c1ccc([N+](=O)[O-])o1
  -63.6 | / | /
Cc1ccc2c(c1)C1CN(C)CCC1N2C(=O)c1ccc(Br)o1 (centres undefined)
  2.7 | 0.13 | -0.01
CC(NCc1ccc(Cl)cc1Cl)C(O)c1ccccc1 (centres undefined)
  / | -0.51&0.11 | -1.52&-1.22
Cc1ccc(-n2c(O)c(C=Nc3ccccc3N)c(=O)[nH]c2=O)cc1C
  18.2 | 2.08 | 3.09
O=C1NC(=O)N(c2ccc(Br)cc2)C(=O)/C1=C/c1ccsc1
  0.0 | / | /
c1ccc(C2CC3CC4(CCCC4)N2O3)cc1 (centres undefined)
  -136.4 | 0.36 | 0.04
Cc1nn(C2CCOC(C)(C)C2)c2c1C(c1ccc3c(c1)OCO3)SCC(=O)N2 (centres undefined)
  -14.3 | -0.3 | 0.38
O=C(CCc1nc(-c2ccccc2F)no1)N1CCC2(CC1)OCCO2
  -109.3 | 0.63 | 0.21
CCOC(=O)CSCCOc1ccc(C=C2C(=O)NC(=O)NC2=O)cc1OC
  -6.7 | / | /
CCCCC1(CN2CCCC2=O)C(=O)NC(=O)NC1=O
  44.7 | 0.68 | 0.38
Cc1ccnc(-n2c(-c3ccccc3)nc3ccccc3c2=O)c1
  -12.9 | 0.46 | 0.17
COc1ccc(C(=O)c2nc3ccccc3n2C(C)C)cc1
  -35.7 | / | /
CCOCCc1c(O)[nH]c(=S)[nH]c1=O
  0.0 | / | /
Cc1ccc(/C=C2\C(=O)NC(=S)N(c3ccccc3F)C2=O)s1
  / | -1.64 | -1.87
CCOCCN1CCC(OC(C)=O)C(C)C1 (centres undefined)
  / | 0.56 | -0.35
CSCCC(N=Cc1c(O)n(-c2ccc(Cl)cc2)c(=O)[nH]c1=O)C(=O)OC(C)(C)C (centres undefined)
  13.5 | -0.14 | -0.52
COc1ccccc1-n1c(O)c(C=NCc2ccc3c(c2)OCO3)c(=O)[nH]c1=O
  15.8 | -0.11 | -0.56

Screens: PubChem, several laboratories
